Screening data (PubChem)
TWEAK Fn14 block: inhibitors of TWEAK-Fn14 signaling, primary screen, luciferase reporter cells, uHTS; TWEAK-stimulated Fn14 reporter cells, luciferase luminescence, 8 h; inhibition, % at 10 µM; AID 1159606, 2016; actives 2% (n = 360,000); in the data active means inhibition above about 50%
TROY NFkB inh: inhibitors of TROY-driven NF-kB signaling, primary screen, Q293 LMP1-TROYcd cells, NF-kB luciferase, uHTS | Q293 LMP1-TROYcd NF-kB luciferase reporter, 4 h | actives 0.98% (n = 360,000) | AID 1347056, 2019 | inhibition, % at 10 µM;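 active means compounds whose plate-normalised and pattern-corrected inhibition of the luciferase reporter signal at the single screening dose is 50% or more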
CF NFkB inh: inhibitors of PAF-induced NF-kB signaling, primary screen, cell-based, GFP fluorescence, uHTS. KKLEB NF-kB-GFP reporter, GFP fluorescence overnight. inhibition, % at 5 µM. actives 0.86% (n = 360,000);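 active means at least 50% inhibition at 5 µM, scaled per plate between neutral and stimulator controls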;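 further: PAF is a Pseudomonas aeruginosa culture filtrate used as stimulus; plate controls were PAF-stimulated DMSO wells for no effect and unstimulated DMSO wells for full effect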
SRC1 inh: SRC1 coactivator transcriptional activity inhibitors, primary screen, cell-based, luminescence. Nuclear receptor coactivator 1 (Homo sapiens), Q15788. HEK293 GAL4-SRC1 luciferase reporter. inhibition, % at 3.6 µM. actives 0.12% (n = 360,000);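 active means inhibition above the campaign mean plus 3 SD, with each screening campaign given its own cutoff, cut at about 60% in these data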;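 further: 0% = DMSO treated cells and 100% = gossypol at 36 µM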
Target sequence (Q15788 whole entry, looked up, the tested form may be a part): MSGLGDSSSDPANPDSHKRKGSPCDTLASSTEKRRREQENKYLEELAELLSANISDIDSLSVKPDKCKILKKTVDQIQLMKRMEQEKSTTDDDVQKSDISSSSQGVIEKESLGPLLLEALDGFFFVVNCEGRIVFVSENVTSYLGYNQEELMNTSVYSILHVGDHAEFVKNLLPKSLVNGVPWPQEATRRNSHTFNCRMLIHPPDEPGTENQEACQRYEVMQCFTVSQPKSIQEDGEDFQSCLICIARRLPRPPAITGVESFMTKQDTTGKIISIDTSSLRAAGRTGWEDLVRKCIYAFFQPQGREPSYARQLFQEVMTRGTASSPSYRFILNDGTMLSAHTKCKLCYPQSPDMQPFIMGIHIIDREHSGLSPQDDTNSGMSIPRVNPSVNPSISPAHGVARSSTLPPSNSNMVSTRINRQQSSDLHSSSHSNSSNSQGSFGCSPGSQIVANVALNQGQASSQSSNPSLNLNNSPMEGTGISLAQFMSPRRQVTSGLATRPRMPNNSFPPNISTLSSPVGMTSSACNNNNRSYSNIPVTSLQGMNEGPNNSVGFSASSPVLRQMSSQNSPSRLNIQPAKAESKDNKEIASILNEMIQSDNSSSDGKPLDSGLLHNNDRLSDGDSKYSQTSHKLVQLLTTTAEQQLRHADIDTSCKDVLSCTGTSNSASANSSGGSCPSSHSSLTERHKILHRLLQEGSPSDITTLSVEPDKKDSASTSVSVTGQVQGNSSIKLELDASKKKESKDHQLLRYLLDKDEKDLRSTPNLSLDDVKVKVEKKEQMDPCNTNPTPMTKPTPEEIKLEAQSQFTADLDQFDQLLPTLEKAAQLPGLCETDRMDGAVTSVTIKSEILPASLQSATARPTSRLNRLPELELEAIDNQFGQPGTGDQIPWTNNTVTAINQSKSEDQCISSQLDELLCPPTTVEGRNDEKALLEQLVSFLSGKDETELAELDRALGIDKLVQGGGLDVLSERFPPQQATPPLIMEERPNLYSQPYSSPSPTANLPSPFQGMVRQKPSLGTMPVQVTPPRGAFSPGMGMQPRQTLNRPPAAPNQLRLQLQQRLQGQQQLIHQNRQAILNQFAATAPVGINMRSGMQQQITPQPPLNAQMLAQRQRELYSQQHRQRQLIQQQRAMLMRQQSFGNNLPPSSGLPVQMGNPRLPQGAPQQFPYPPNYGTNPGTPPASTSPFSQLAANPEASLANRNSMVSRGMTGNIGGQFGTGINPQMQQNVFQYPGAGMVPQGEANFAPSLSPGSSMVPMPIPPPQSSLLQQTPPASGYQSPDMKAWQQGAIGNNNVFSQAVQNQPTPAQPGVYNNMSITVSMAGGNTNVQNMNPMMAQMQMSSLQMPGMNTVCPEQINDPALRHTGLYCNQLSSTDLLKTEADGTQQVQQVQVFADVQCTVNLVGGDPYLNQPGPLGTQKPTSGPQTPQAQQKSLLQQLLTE
LMP1 NFkB inh: EBV LMP1-driven NF-kappaB luciferase reporter inhibitors, primary screen, cell-based, luminescence, single point; LMP1-induced NF-kappaB luciferase reporter cells; inhibition, % at 12.5 µM; actives 0.69% (n = 350,000); AID 504558, 2011; in the data active means inhibition above about 41%;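 further: 0% = neutral control wells and 100% = reference inhibitor control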
SRC3 inh: SRC3 coactivator transcriptional activity inhibitors, primary screen, cell-based, luminescence | Nuclear receptor coactivator 3 (Homo sapiens), Q9Y6Q9 | HEK293 GAL4-SRC3 luciferase reporter | inhibition, % at 3.6 µM | actives 0.17% (n = 360,000) | AID 588352, 2011;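 active means inhibition above a per-campaign cutoff, the mean of all compounds plus 3 SD, cut at about 60% in these data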;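 further: 0% = DMSO-treated cells and 100% = gossypol-treated cells at 36 µM; higher means less SRC3-driven luciferase light from the GAL4 reporter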
Shn3 3UTR inh: reduction of Shn3 3'UTR firefly luciferase signal, primary screen, Schnurri-3 inhibitor project, cell-based, Clone20 osteoblasts, set 2; Clone20 osteoblast Shn3 3'UTR firefly luciferase, 24 h; actives 0.52% (n = 360,000); inhibition, % at 12.5 µM;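 active means mean inhibition of at least 75% with every replicate also reaching 75%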;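 further: 0% = median of neutral control wells and 100% = pilot-screen positive control compound; some compounds past the cut are filed as inactive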
NR5A2 inv ag: LRH-1 (NR5A2) inverse agonists, primary screen, cell-based, luminescence, HEK293T, StAR-luciferase reporter; Nuclear receptor subfamily 5 group A member 2 (Homo sapiens), O00482; LRH-1 transfected, 24 h; inhibition, % at 3.6 µM; actives 0.13% (n = 360,000);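 active means inhibition above the mean inhibition of all tested compounds plus 3 SD, cut at about 73% in these data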;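 further: 0% = DMSO wells and 100% = reporter-only cells lacking LRH-1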
NR2F2 inh: NR2F2 transcriptional activity inhibitors, primary screen, cell-based, luciferase reporter, HEK293T, luminescence; COUP transcription factor 2 (Homo sapiens), P24468; HEK293T NGFI-A luciferase reporter; inhibition, % at 8.6 µM; actives 0.7% (n = 370,000); AID 686940, 2013;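 active means inhibition above a per-plate cutoff, mean inhibition of test wells between control levels plus 3 SD, cut at about 38% in these data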;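 further: cells cotransfected with COUP-TFII expression vector driving the NGFI-A reporter; 0% = median of COUP-TF2 test wells and 100% = reporter-only cells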
KKLEB tox: cytotoxicity in KKLEB CF airway cells, primary screen, cytotoxicity control for CF NF-kB inhibitor project, cell-based, uHTS, fluorescence assay plates | KKLEB CF airway cells viability, ATPlite luminescence, overnight; stronger effect = lower value; cells stimulated with P. aeruginosa culture filtrate | activity change (cytotoxicity), % at 5 µM | actives 0.36% (n = 360,000) | AID 602141, 2011;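 active means corrected activity change at or below -50% at 5 µM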
C8 TRAIL sens: viability loss with TRAIL in NB7+C8 cells, primary screen, TRAIL sensitizer project, cell-based, ATPlite luminescence. inhibition (viability loss, TRAIL sensitization), % at 10 µM. actives 1% (n = 360,000);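 active means compounds causing at least 50% loss of cell viability in the single-dose screen, relative to plate controls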
* = called active by the depositor; . = no result given.

Preview:
SMILES	TWEAK Fn14 block	TROY NFkB inh	CF NFkB inh	SRC1 inh	LMP1 NFkB inh	SRC3 inh	Shn3 3UTR inh	NR5A2 inv ag	NR2F2 inh	KKLEB tox	C8 TRAIL sens
CNC(=S)NNC(=O)c1oc2nc(-c3ccccc3)cc(C)c2c1N	-6	-25	-7	-1	-6	12	-27	23	2	-2	1
Cc1ccc2c(Cl)c(C)c(N3CCCCC3)nc2n1	9	-2	4	-18	3	-12	13	-16	-4	8	10

Results, from the first entry:
SMILES	TWEAK Fn14 block	TROY NFkB inh	CF NFkB inh	SRC1 inh	LMP1 NFkB inh	SRC3 inh	Shn3 3UTR inh	NR5A2 inv ag	NR2F2 inh	KKLEB tox	C8 TRAIL sens
CNC(=S)NNC(=O)c1oc2nc(-c3ccccc3)cc(C)c2c1N	-6	-25	-7	-1	-6	12	-27	23	2	-2	1
Cc1ccc2c(Cl)c(C)c(N3CCCCC3)nc2n1	9	-2	4	-18	3	-12	13	-16	-4	8	10
CCOC(=O)CC(=O)Nc1ccc(Br)cc1C(=O)O	12	11	-4	-4	5	-11	11	-1	-1	6	-9
COC(CNC(=O)CSCc1nc(-c2ccc(SC)cc2)oc1C)OC	2	2	-33	-60	8	-3	-2	-20	9	5	1
Cc1ccc(S(=O)(=O)NNC2=NCCCCC2)cc1	-2	-28	0	-19	1	2	-10	8	-14	3	3
COc1ccc(C(=O)c2sc3nc(-c4ccc(OC)cc4)ccc3c2N)cc1	10	-13	-4	-17	-1	-30	-76	-147	5	0	-4
COc1cc(C(=O)O/N=C2\C=CC(=O)C=C2C)cc(OC)c1OC	44	9	-15	-9	6	4	-3	36	-5	4	10
O=C(NN1C(=O)C2C(C1=O)C1C=CC2C12CC2)c1ccncc1 (stereo not drawn)	6	-10	-10	0	-4	-4	-1	0	4	2	8
Cc1oc2c(CN(C)C)c(O)ccc2c(=O)c1-c1cscn1	-16	3	14	-8	1	17	-10	-17	3	-10	5
O=C(CCCN1C(=O)/C(=C\c2cccs2)SC1=S)NNC(=O)c1ccncc1	-15	11	6	2	-4	9	-10	9	12	6	-6
O=C(NCCC1CCCCN1S(=O)(=O)c1cccs1)C(=O)Nc1cccc(F)c1 (stereo not drawn)	11	-9	-19	-19	-1	-8	4	-8	13	8	7
Cn1cnnc1SCc1ccc(-c2ccc(Br)cc2)o1	9	-5	-6	-25	3	-12	-23	-41	4	11	-16
COc1ccc2c(c1)[C@H]1[C@H](CO2)[C@H](c2ccccc2)[C@]2(C)C(=O)Nc3ccc(C)cc3C(=O)N12	11	8	18	-4	-48	11	-1	10	25	-30	-13
C[C@H](NC(=O)c1nc[nH]c1C(=O)NCC(=O)OC(C)(C)C)C(=O)OC(C)(C)C	-16	-12	1	-11	-4	8	1	0	7	-4	-1
COC(=O)c1ccc(NC(=O)CSCc2ccccc2C)cc1	-4	-56	2	-6	1	-5	21	-40	.	-3	6
CS(=O)(=O)N1CCN(C(=O)c2ccc(F)cc2)CC1	4	13	-6	-18	8	-6	-25	11	10	13	3
CCOc1ccc(NC(=O)CN(C)C(=O)c2sccc2-c2ccccc2)cc1OCC	6	3	8	2	0	-10	8	6	16	-4	-24
COc1ccccc1C(C)NCC(=O)NC(=O)NCc1ccco1 (stereo not drawn)	17	1	26	-3	-8	-6	4	-12	10	-7	-11
CN(CC(=O)Nc1ccccc1C(F)(F)F)C(=O)c1ccccc1Sc1ccccc1C#N	-30	-12	-6	10	-1	9	11	9	-10	8	-17
O=C(COc1ccc(Cl)cc1Br)NC(=O)NCc1ccccc1	-45	-27	-8	-1	17	6	3	-9	0	-6	0
CC1(Oc2ccc(-n3ccnc3)cc2)CCN(Cc2cccn2-c2nccs2)C1 (stereo not drawn)	-1	9	15	3	.	3	-8	-20	-4	-11	8
Cc1cc(S(=O)(=O)N2CCCCC2CCNC(=O)C(=O)NCC2CCCO2)ccc1F (stereo not drawn)	3	-7	-5	-23	-1	15	-6	9	3	17	-27
Cc1c(C(=O)NCc2ccccc2)c(-c2ccccc2)nn1-c1ccccc1	-3	-9	13	2	-2	8	22	-40	6	16	6
CC(=O)c1c(C)nn(CC(O)COc2ccc3c(c2)CCC3)c1C (stereo not drawn)	6	16	-2	4	5	18	46	-12	19	-2	11
C=CCn1c(-c2c[nH]c3ccccc23)n[nH]c1=S	-4	-10	2	6	-3	5	-14	-2	-2	-2	14
SMILES	TWEAK Fn14 block	TROY NFkB inh	CF NFkB inh	SRC1 inh	LMP1 NFkB inh	SRC3 inh	Shn3 3UTR inh	NR5A2 inv ag	NR2F2 inh	KKLEB tox	C8 TRAIL sens
Cc1cccc(NC(=O)c2cc(-c3cc(C)ccc3O)n[nH]2)c1	-35	-62	-22	-98	-51	-88	-93	-116	-61	4	17
O=C(COC(=O)CN1CCSC1=O)Nc1ccc(F)cc1Cl	-7	15	-10	-4	-1	18	-13	-7	3	2	9
CCOC(=O)[C@]12CCCC=C1N(Cc1ccco1)C(=O)[C@H](CC(=O)N1CCN(C(=O)c3ccco3)CC1)C2	-25	-13	.	.	.	.	.	-42	2	.	-1
CCC(=O)Nc1ccc(NC(=O)CSc2nnc(C(C)C)n2C)cc1	-29	1	2	2	-3	-6	5	-3	-3	8	11
COc1cccc(CN2CCCC(C(=O)c3ccc4c(c3)OCO4)C2)c1OC (stereo not drawn)	-1	-2	1	0	1	13	2	-4	9	-6	1
CCNc1nc(NCC)n2c(SCC(=O)NC34CC5CC(CC(C5)C3)C4)nnc2n1	-3	-8	-15	6	5	-13	0	-13	-8	-2	8
CCCS(=O)(=O)N1CCC(C(=O)N2CCOCC2)CC1	-4	-9	4	-18	-5	-1	-22	4	7	-8	-10
COc1ccc(/C(O)=C2/C(=O)C(=O)N(CCCN(C)C)C2c2ccccc2)cc1OC (stereo not drawn)	-3	0	-2	3	-1	8	-42	-6	13	-16	-1
O=C(NCc1cccnc1)c1cc2nc(-c3ccc4c(c3)OCO4)cc(C(F)(F)F)n2n1	-28	1	7	-13	5	17	-3	11	9	-6	5
CC1CCCN(C(=O)c2ccc3ncsc3c2)C1 (stereo not drawn)	-4	-5	4	4	-8	-13	4	9	4	9	-10
COc1ccccc1NC(=O)N1CCN(C(=O)Nc2ccccc2OC)CC1	2	-3	1	2	-2	-3	0	2	-7	-1	-13
CCOC(=O)c1cc(-c2ccc(F)cc2)n(CC(=O)N2CCCC2)c1C	11	2	1	-14	0	4	-10	5	-18	-4	9
Cc1sc2ncnc(OCC(=O)NCc3cccs3)c2c1C	-18	-18	2	-11	3	12	14	-3	-11	-3	-10
Nc1ccc(S(=O)(=O)c2ccc(N3CCOCC3)c(N)c2)cc1	-4	-7	-22	22	-3	7	-16	-9	-4	4	-1
COc1ccc(CN(C)C(=O)c2ccc(NS(=O)(=O)c3ccccc3)cc2)c(OC)c1	-11	-22	1	-19	-6	-5	-1	-19	8	-1	4
O=C(CN1CCOCC1)N1N=C(c2cccs2)CC1c1cccs1 (stereo not drawn)	-3	2	-4	-2	-7	8	4	5	-4	-5	0
O=C(C1CCCN(S(=O)(=O)c2cnc[nH]2)C1)N1CCN(Cc2ccccc2)CC1 (stereo not drawn)	18	-13	1	-4	1	17	-6	-2	.	-6	3
O=S1(=O)NC(=NC2CCCCCC2)c2ccccc21	1	-10	6	-1	-3	-8	7	-13	-10	3	-7
Cc1oc2c(C)c3oc(=O)c(CCC(=O)N[C@@H](CC(C)C)C(=O)O)c(C)c3cc2c1C	13	1	7	10	4	3	13	9	10	6	-10
Cc1ccc(/C=C/C(=O)O)cc1S(=O)(=O)Nc1ccc2c(c1)OCO2	-7	0	2	-3	-1	3	-1	5	-10	0	-3
CN(C)S(=O)(=O)c1ccc(N2CCOCC2)c(C(=O)O)c1	-2	-1	6	4	-7	-3	6	3	-2	12	-3
CC(C)CC1C(=O)N(Cc2cn(CCC3OCCO3)nn2)CCS(=O)(=O)N1Cc1ccc(-c2ccc(Cl)c(Cl)c2)cc1 (stereo not drawn)	43	29	23	4	7	5	79	3	13	-6	8
COc1ccc(/C=C/C(=O)NC2CCCCC2C)cc1 (stereo not drawn)	-24	9	-5	9	-3	-11	-12	-7	-20	-3	26
FC(F)(F)c1ccncc1-c1nnc(C2CCCCC2)o1	-7	1	-1	-15	-8	20	6	1	12	-4	-8
CC1Cc2ccccc2N1C(=O)CSc1nc2cc3c(cc2cc1C#N)OCO3 (stereo not drawn)	-37	13	19	-8	15	8	32	-16	-2	-30	5
SMILES	TWEAK Fn14 block	TROY NFkB inh	CF NFkB inh	SRC1 inh	LMP1 NFkB inh	SRC3 inh	Shn3 3UTR inh	NR5A2 inv ag	NR2F2 inh	KKLEB tox	C8 TRAIL sens
O=C(CCCO)NNc1c2ccccc2nc2ccccc12	1	-18	11	2	-5	-9	-2	-29	8	-6	24
COc1ccccc1-n1nc(C)cc1N	-15	4	-11	-8	7	10	-10	-11	-2	-6	-4
CCCn1c(SCC(=O)NCc2ccc3c(c2)OCO3)n[nH]c1=O	10	-9	10	-17	-2	-4	2	36	-3	6	-3
COc1ccc(CN2C(=O)C(C)Nc3ncnc(N4CCc5ccccc5C4)c32)cc1 (stereo not drawn)	16	-6	25	2	.	11	13	-2	2	-8	-5
Cc1cc(NC(=O)CSc2nnc(-c3ccoc3C)n2N)no1	12	8	-13	1	9	7	-13	4	-11	3	0
COc1ccc(/C=C(\NC(=O)c2ccccc2)C(=O)N2CCN(C)CC2)cc1	37	0	14	-4	3	-12	3	-12	17	-5	8
O=c1c2cc(-c3ccccc3)sc2nc2n1N=C(c1cccs1)CS2	34	-35	-2	-104	.	-69	-72	-79	-28	-38	57*
O=C(c1ccc2ccccc2c1)N1CCN(c2ccc(C(F)(F)F)cn2)CC1	-13	.	-8	-10	0	5	1	9	4	4	-3
COc1ccc2oc(C(=O)c3ccccc3)c(NC(=O)CN3CCN(C)CC3)c2c1	-12	0	-5	-9	11	5	-16	7	-18	2	-12
COC(=O)CN1C(=O)N/C(=C/c2ccc(OC)cc2)C1=O	3	-10	18	-17	-4	6	-26	4	6	0	-11
CC(Sc1nnc(N)s1)C(=O)Nc1ccc2c(c1)OCO2 (stereo not drawn)	-7	-1	-2	-4	0	8	1	-3	12	-1	-3
COc1ccc(OCc2cc(C(=O)NCCCc3ccccc3)no2)c(Cl)c1	-6	-15	-24	7	-10	24	20	0	-9	2	13
O=C(CSc1nnc(-c2ccccc2)c(-c2ccccc2)n1)NC1CCS(=O)(=O)C1 (stereo not drawn)	4	-7	12	0	5	-8	13	3	9	2	-5
Cc1ccn(CC(=O)N2CCCC(C(=O)c3cccc4ccccc34)C2)n1 (stereo not drawn)	3	-14	-8	-20	1	-3	11	8	20	2	6

Some of the compounds tested. The share of hits here may be higher or lower than overall.
